TCR act = Activators of T cell receptors: qHTS campaign; AID 504894, 2011; 330,000 tested, under 10 active; primary human leukocytes, anti-CD3, IL-2 HTRF, 48 h; Potency, µM (series often up to 9.22 µM), for inactives: at the top dose activation of IL-2 secretion, usual class: activators; note: % of control where 0% means no effect
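Compounds are tested in HTS on primary human leukocytes co-incubated with a-CD3 beads for 48 hr. IL-2 output is measured by time-resolved FRET.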
Chronic BCR inh = qHTS Assay to Find Inhibitors of Chronic Active B-Cell Receptor Signaling. AID 493014, 2011. Potency, µM (series often up to 46.1 µM), for the others: at the highest dose ratio change, negative = lower green/red ratio, actives largely listed as inhibitors. 0.05% of 340,000 active. ABC-DLBCL IkBa-CBG/CBR reporter, luminescence ratio, 4 h; active = well fitted inhibition curve with a large enough effect in the signal ratio, with a control signal flat, not every such curve was filed as active; inconclusive = small, poorly fitted or top-dose-only effect, or effect the other way, or a change in a side signal; the % refers to the signal ratio;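 note: potency is the fitted concentration of half-maximal effect; plate controls were basal doxycycline-induced cells for no effect and cells given 10 µM MG132 for full effect; MG132 reads +100%, hits lower the ratio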
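Doxycycline induced both beetle luciferases in TMD8 lymphoma cells; IKK-driven degradation limits the IkappaBalpha-fused green signal, while red luminescence normalises for cell number and nonspecific effects. Compounds tested up to 46 uM, 4 hrs.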
TSHR antagonist = Antagonists of the Thyroid Stimulating Hormone Receptor: HTS campaign; Thyrotropin receptor (Homo sapiens), P16473; TSHR-expressing cells, TSH-stimulated cAMP HTRF, 2 h; stronger effect = lower value; activity change, negative = inhibition, % at 11.5 µM; 0.2% of 330,000 active; AID 504810, 2011;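 active = activity change below a set negative limit, meaning inhibition stronger than a set level, cut at about -70% in these data; inconclusive = activity change between two set negative limits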; note: % is set by controls: 0 for no effect and ±100 for the full control effect
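Antagonism was scored as loss of TSH-driven cAMP in TSHR cells, stimulated with 4nM TSH (EC80) for 2 hours at 37 deg C and detected by homogeneous HTRF competition immunoassay.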
Tb PFK inh = qHTS Assay to Find Inhibitors of T. brucei phosphofructokinase. ATP-dependent 6-phosphofructokinase (Trypanosoma brucei brucei), O15648. T. brucei PFK, ADP-Glo luminescence. Potency, µM (top dose mostly 57.5 µM), inactives show at the highest dose activity, negative = inhibition, hits mostly inhibitors. 0.17% of 330,000 active;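 note: potency is the fitted concentration of half-maximal effect; 0% = uninhibited 1x PFK enzyme wells and -100% = no-enzyme wells; nearly all actives have a fitted effect of over 60% in size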
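PFK 1.25 nM, F6P 0.5 mM, ATP 0.1 mM, 0.1 M TEA pH 8.0, 5 mM MgCl2, 0.01% Tween20, 0.1% BSA; 45 min RT. ADP-Glo readout. qHTS titration up to 57 uM; curves fitted, compounds curve-classed.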
ELG1 DNA repair = qHTS screen for small molecules that inhibit ELG1-dependent DNA repair in human embryonic kidney (HEK293T) cells expressing luciferase-tagged ELG1; HEK293T ELG1-luciferase reporter, luminescence, 16 h; DNA damage induced by 5-fluorouridine; Potency, µM (top dose mostly 46.1 µM), for inactives: at the highest dose activity change, negative = inhibition, actives largely listed as inhibitors; 2.3% of 330,000 active; AID 504467, 2011; note: potency is the fitted concentration of half-maximal effect; % is set by controls: 0 for no effect and ±100 for the full control effect; nearly all actives have a fitted effect of over 55% in size
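Overnight (16 hr) co-exposure of 2,000 cells/well to 5-fluorouridine and compound at 37 °C preceded detection. Luciferase was quantified via ONE-Glo luminescence; loss of signal denotes inhibition.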
Eya2 phos inh = qHTS Assay for Inhibitors of the Phosphatase Activity of Eya2; recombinant Eya2, OMFP fluorescence dephosphorylation (OMFP is methylfluorescein phosphate); Potency, µM (top dose mostly 76.9 µM), for inactives: top-dose activity, negative = inhibition, hits mostly inhibitors; 0.006% of 330,000 active; AID 488837, 2010; note: potency is the fitted concentration of half-maximal effect; % is set by controls: 0 for no effect and ±100 for the full control effect
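Eya2 protein (added as 0.2 uM solution) was preincubated with compound for 10 min at ambient temperature in 50 mM HEPES pH 7.5, 50 mM NaCl, 5 uM MgCl2, 0.05% BSA, 1 mM DTT. OMFP (added at 50 uM) then reacted 10 min; fluorescence read at 485/525 nm.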
ASM inhibitor = Inhibitors of Secretory Acid Sphingomyelinase (S-ASM): qHTS. 0.006% of 340,000 active. AID 504937, 2011. placental ASM, HMU-PC fluorogenic substrate, 60 min. Potency, µM (highest dose often 57.5 µM), for inactives: at the top dose activity change, negative = inhibition, actives largely listed as inhibitors. Sphingomyelin phosphodiesterase (Homo sapiens), P17405; note: potency is the fitted concentration of half-maximal effect
Target sequence (P17405 47-631 limits assumed): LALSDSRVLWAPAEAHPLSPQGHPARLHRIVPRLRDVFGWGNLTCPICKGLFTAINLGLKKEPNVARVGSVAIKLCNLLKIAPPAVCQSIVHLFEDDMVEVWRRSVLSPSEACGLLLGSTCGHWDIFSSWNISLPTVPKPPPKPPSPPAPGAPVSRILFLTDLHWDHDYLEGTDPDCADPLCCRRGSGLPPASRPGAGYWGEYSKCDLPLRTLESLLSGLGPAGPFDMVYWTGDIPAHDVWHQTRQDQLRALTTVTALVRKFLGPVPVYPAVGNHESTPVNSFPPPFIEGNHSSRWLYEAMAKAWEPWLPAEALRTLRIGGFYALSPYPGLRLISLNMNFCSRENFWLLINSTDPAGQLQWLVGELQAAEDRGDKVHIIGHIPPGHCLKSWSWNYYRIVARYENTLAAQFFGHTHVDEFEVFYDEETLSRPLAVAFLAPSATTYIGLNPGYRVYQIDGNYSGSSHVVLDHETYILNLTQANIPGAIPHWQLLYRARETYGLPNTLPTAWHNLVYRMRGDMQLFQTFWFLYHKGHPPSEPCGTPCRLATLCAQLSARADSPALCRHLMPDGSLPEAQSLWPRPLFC
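Human placenta-derived ASM enzyme was preincubated with compound for 10 minutes at room temperature, then given fluorogenic substrate HMU-PC0 (9 uM final) for 60 minutes at 37 °C; a pH 10 stop preceded fluorescence reading at Ex 386/Em 447 nm.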
a7 integrin act = qHTS for Activators of Integrin-Mediated Alleviation for Muscular Dystrophy | alpha7betagal myoblasts, beta-gal FDG fluorescence, 48 h | Potency, µM (titrated, usually from 38.3 µM), for the others: at the highest dose activation, most hits filed as activators | 0.064% of 350,000 active;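 note: potency is the fitted concentration of half-maximal effect; 100% = response of the positive control SU9516; nearly all actives have a fitted effect of over 60% in size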
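Alpha7betagal+/- myoblasts (passage 13) were plated 16-24 hr, then exposed to compounds (1:260 dilution of DMSO stock) for 48 hours at 37C. After MPER lysis, β-galactosidase reporter activity was read as FDG fluorescence (ex 480/em 540) after 30 minutes.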
Mito fusion yeast = qHTS Assay for Small Molecule Inhibitors of Mitochondrial Division or Activators of Mitochondrial Fusion; S. cerevisiae fusion-defective mutant growth rescue, CellTiterGlo 48 h; Potency, µM (highest dose often 46.1 µM), for inactives: top-dose growth rescue (activation), usual class: activators; 0.23% of 320,000 active;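 note: potency is the fitted concentration of half-maximal effect; % of control where 0% means no effect; nearly all actives have a fitted effect of over 45% in size; temperature-sensitive fusion mutants such as fzo1-1 at 37 °C on non-fermentable ethanol glycerol medium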
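Luminescent cell viability in 1536-well qHTS format served as the measure of rescued growth in ts fusion-mutant S. cerevisiae cultured on non-fermentable YPEG for 48 hours at 37C.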
TSG101-PTAP inh = qHTS Assay for Iinhibitors of HIV-1 Budding by Blocking the Interaction of PTAP/TSG101; Tumor susceptibility gene 101 protein (Homo sapiens), Q99816; Fluorescence polarization, FITC-PTAP peptide / Tsg101 binding; Potency, µM (titrated, usually from 115 µM), inactives show at the top dose activity change, negative = inhibition, usual class: inhibitors; 340,000 tested, under 10 active; active = well fitted inhibition curve with a large enough effect in the main read-out, with a control signal flat, not every such curve was filed as active; inconclusive = small, poorly fitted or top-dose-only effect, or effect the other way, or a change in a side signal; inactive = no such curve, though single readings can be large or run the other way; note: potency is the fitted concentration of half-maximal effect; % of control where 0% means no effect
Target sequence (Q99816 whole entry, looked up): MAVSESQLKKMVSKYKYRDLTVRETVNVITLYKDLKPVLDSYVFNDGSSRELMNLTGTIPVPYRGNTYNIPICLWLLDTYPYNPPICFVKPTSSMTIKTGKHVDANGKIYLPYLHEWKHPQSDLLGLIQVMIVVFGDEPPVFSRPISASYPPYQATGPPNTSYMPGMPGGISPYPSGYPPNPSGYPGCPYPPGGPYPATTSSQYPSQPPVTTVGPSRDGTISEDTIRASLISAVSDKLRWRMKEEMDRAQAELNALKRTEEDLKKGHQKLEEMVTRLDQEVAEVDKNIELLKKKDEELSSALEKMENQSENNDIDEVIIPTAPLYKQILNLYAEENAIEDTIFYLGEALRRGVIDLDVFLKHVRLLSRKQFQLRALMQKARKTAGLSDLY
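Fluorescence anisotropy tracks displacement of a FITC-tagged PTAP peptide (50 nM) from the Tsg101 binding domain (10 uM), following a 20 min room-temperature incubation at pH 7.5.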
AT treatment = qHTS Assay for Identifying a Potential Treatment of Ataxia-Telangiectasia | […] A-T fibroblasts, KAP-1 phosphorylation AlphaLISA; neocarzinostatin DNA damage 30 min before lysis | Potency, µM (highest dose often 57.5 µM), for inactives: at the highest dose activation, actives largely listed as activators | 0.19% of 320,000 active; note: potency is the fitted concentration of half-maximal effect; % of control where 0% means no effect; nearly all actives have a fitted effect of over 45% in size
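ATM-like activity read as KAP-1 phosphorylation via AlphaLISA donor/acceptor antibody pairs after lysis and 6 hr at 25C. Cells were ATM-null patient fibroblasts ([…], hTERT), dosed 60 min, then exposed to the DSB inducer NCS for 30 min.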
* marks the source's active call; other numbers are inactive results; ? = inconclusive; . = no result given; [ ] = dose if it differs, or a comment. Unless noted, calls come from the whole dose curve; as a rule, active = well fitted curve in the direction sought with a large enough effect; inconclusive = small, poorly fitted or top-dose-only effect, or another doubt; inactive = no such curve, though single readings can be large; an effect the other way counts as inactive or inconclusive.

SMILES	TCR act	Chronic BCR inh	TSHR antagonist	Tb PFK inh	ELG1 DNA repair	Eya2 phos inh	ASM inhibitor	a7 integrin act	Mito fusion yeast	TSG101-PTAP inh	AT treatment
Cc1ccc(C(=O)COC(=O)C2CC(=O)N(c3nc(-c4ccccc4)cs3)C2)cc1C (centres undefined)	-2%	4%	-13	3%	15%	6%	-9%	-20%	-6%	0%	5%
CCOC(=O)c1cc(-c2csc(-c3ccc(C(F)(F)F)cc3)n2)on1	-9%	-23%	-12	0%	0%	?	-7%	10%	-7%	0%	6%
CC(NC(=O)c1cc(S(=O)(=O)N2CCCC2)ccc1Cl)c1ccccn1 (centres undefined)	-1%	2%	15	3%	5%	8%	-1%	3%	2%	-8%	-6%
Cc1cccc2c(SCC(N)=O)nc(-c3ccccc3)nc12	.	-1%	17	1%	17%	5%	-1%	-21%	5%	-4%	-1%
CC(C)(C)n1ncc2c(=O)n(Cc3c(F)cccc3Cl)cnc21	3%	6%	0	-1%	1%	1%	2%	-19%	-4%	-9%	4%
COc1ccc(OC)c(Nc2nc(-c3c(C)nc4ncccn34)cs2)c1	-1%	?	1	9%	?	7%	-7%	37%	14%	0%	-7%
COc1ccc(/C=C2\CC/C(=C\c3ccc(OC)c(OC)c3)C2=O)cc1OC	3%[46.1 µM]	?	?	-1%	?	-4%	-5%	-1%	-1%	-9%	-9%
O=C(N[C@@H]1c2ccccc2CC[C@@H]1OCc1ccccc1)c1ccc(-c2ccccc2)cc1	-5%[46.1 µM]	?	-9	0%	2%	4%	-3%	0%	.	2%	14%
COc1ccc(OC)c(/C=C2\Oc3cc(OCC(=O)N4CCC(C(=O)O)CC4)ccc3C2=O)c1	-11%	?	-21	5%	-2%	-2%	9%	-13%	0%	0%	-1%
COc1ccc(/C=C/C(=O)OCC(=O)NC2CCCCCCC2)cc1	-5%	0%	-15	1%	0%	0%	-6%	-8%	.	-5%	-8%
O=C(Nc1c2c(nn1-c1ccc(F)cc1)CS(=O)(=O)C2)c1ccc(Br)o1	-6%	?	5	0%	0%	-1%	-2%	5%	?	-4%	-3%
O=C(C1=C[C@H](C2CC2)C[C@H](OCc2ccc(CO)cc2)O1)N1CCN(Cc2ccc3c(c2)OCO3)CC1	-2%	-6%	1	0%	6.5µM*	-14%	-3%	0%	0%	.	-3%
COc1ccc(-n2c(SCC(=O)NC3CC3)nc3ccccc3c2=O)cc1OC	0%	?	0	-1%	?	8%	5%	1%	6%	-3%	-7%
Cc1cccn2c(=O)c(/C=N/O)c(Nc3ccccc3F)nc12	-6%	-1%	-7	1%	-2%	-1%	2%	28%	0%	-1%	2%
CNS(=O)(=O)c1ccc(NS(=O)(=O)c2ccccc2F)cc1	11%	0%	3	3%	16%	2%	4%	-2%	1%	-1%	4%
CC(C)(C)OC(=O)C[C@H]1C/C=C\C[C@H](CC(=O)N(CCO)Cc2ccccc2)C(=O)N[C@@H](c2ccccc2)COC1=O	0%	0%	9	-5%	8.2µM*	1%	-3%	1%	.	-4%	9%
Clc1ccc(-c2cn3nc4c(nc3n2)CCCC4)cc1	-5%	?	-7	6%	?	1%	.	8%	-1%	?	7%
CSc1nnc(CCNS(=O)(=O)c2ccccc2Br)n1C	5%	-7%	-8	0%	17%	4%	3%	3%	-6%	-2%	1%
CCCCCC(=O)NNC(=S)NC(=O)c1ccccc1[N+](=O)[O-]	-2%	0%	6	-4%	-11%	-5%	-1%	-33%	-9%	-1%	1%
CN1/C(=C\C(=O)c2cccnc2)C(C)(C)c2ccccc21	-2%[46.1 µM]	?	-4	0%	0%	-9%	41%[activator]	4%	8%	-4%	-4%
Cc1ccc(N(C(=O)CNC(=O)c2ccco2)C(C(=O)NC2CCCCC2)c2ccncc2)c(C)c1 (centres undefined)	-5%	-1%	-5	0%	0%	?	1%	13%	-6%	-4%	5%
COc1cc(OC)cc(C(=O)Nc2ccc(Cn3ccnc3)cc2)c1	-10%	?	2	1%	?	-8%	3%	-44%	1%	-10%	7%
COC(=O)c1c(C)[nH]c(C(=O)/C=C/c2ccc(C)cc2)c1C	-1%	-12%	-4	-2%	?	4%	99%[activator]	7%	2%	-6%	-10%
COc1ccc(N2CCN(C(=S)Nc3ccccc3)CC2)cc1	.	?	-2	-1%	1%	5%	1%	-24%	-20%	1%	1%
CN(C)/C=N/c1sc2c(c1C#N)CCCC2	-3%	?	1	6%	?	1%	5%	7%	8%	-2%	-7%

Only TCR act, Mito fusion yeast and ASM inhibitor, for two of the compounds above:
| compound | TCR act | Mito fusion yeast | ASM inhibitor |
| --- | --- | --- | --- |
| CNS(=O)(=O)c1ccc(NS(=O)(=O)c2ccccc2F)cc1 | 11% | 1% | 4% |
| CC(C)(C)OC(=O)C[C@H]1C/C=C\C[C@H](CC(=O)N(CCO)Cc2ccccc2)C(=O)N[C@@H](c2ccccc2)COC1=O | 0% | . | -3% |

Copied from the list.
For TSG101-PTAP inh, `CN1/C(=C\C(=O)c2cccnc2)C(C)(C)c2ccccc21` is entered as -4%
For a7 integrin act, `CSc1nnc(CCNS(=O)(=O)c2ccccc2Br)n1C` is entered as 3%
For a7 integrin act, `Cc1ccc(C(=O)COC(=O)C2CC(=O)N(c3nc(-c4ccccc4)cs3)C2)cc1C` (centres undefined) is entered as -20%

(more compounds)
SMILES	TCR act	Chronic BCR inh	TSHR antagonist	Tb PFK inh	ELG1 DNA repair	Eya2 phos inh	ASM inhibitor	a7 integrin act	Mito fusion yeast	TSG101-PTAP inh	AT treatment
Cc1ccc(O)c(NC(=O)Cc2ccc3ccccc3c2)c1	1%	9%	2	-7%	-3%	-5%	-6%	29%	-1%	0%	11%
COc1cccc(CN(C)Cc2nc3cc(C(F)(F)F)ccc3c(=O)[nH]2)c1	12%	5%	-4	2%	?	-9%	6%	0%	4%	-5%	-12%
Cc1ccc(OCC(=O)NCCC2=CCCCC2)cc1	-3%[46.1 µM]	?	-8	2%	5%	0%	1%	-2%	.	-1%	12%
O=C(NNc1nccc(C(F)(F)F)n1)Nc1cccc(Cl)c1	-10%	1%	-3	-12%	-12%	-12%	0%	0%	17%	2%	-3%
O=C(NNc1ccc(-c2csnn2)cc1)c1ccccc1C(F)(F)F	-1%	-27%	3	-1%	17%	3%	1%	21%	-5%	-3%	4%
O=C(NC(=S)NCc1ccccc1)c1ccccc1	-6%	2%	-9	9%	3%	-11%	-3%	-16%	1%	-1%	0%
Nc1c(-c2ccccc2)c(CN2CCOCC2)nn1-c1ccc(F)cc1	0%[46.1 µM]	?	7	4%	1%	4%	2%	-18%	-3%	-3%	-1%
NS(=O)(=O)c1ccc(Nc2nc(-c3ccc4ccccc4c3)cs2)cc1	4%	?	-8	1%	-19%	-4%	-17%	-42%	1%	0%	6%

Arranged by the number under ASM inhibitor (high to low): some entries from above
molecule	ASM inhibitor
Cc1ccc(OCC(=O)NCCC2=CCCCC2)cc1	1%
O=C(NNc1nccc(C(F)(F)F)n1)Nc1cccc(Cl)c1	0%
O=C(NC(=S)NCc1ccccc1)c1ccccc1	-3%
Cc1ccc(O)c(NC(=O)Cc2ccc3ccccc3c2)c1	-6%
